MDM2 E3 inh – Mdm2 E3 ligase (human) inhibition | Q00987 | cell-based MDM2 ubiquitination luciferase reporter, 2 h; 0 = plate control, 100 = twice control, blank-subtracted | signal enhancement, % at 5 µM | 210,000 tested, 0.11% active | AID 1230;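 active means signal enhancement of 30% or more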;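 further: luminescence tracks abundance of the self-degrading MDM2-luciferase fusion protein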
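Material: stable MDM2–luciferase fusion reporter cells / Quantity: 2000 cells/well / Dosing: single 5 µM compound dose, 0.2% final DMSO / Buffer or medium: DMEM / Schedule: 4 h cell settling then 2 h compound exposure, 37 °C / Detection: luminescence with SteadyLite reagent, 15 min at room temperature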
NCF1 inh – p47phox (human) inhibition; P14598; p47phox/p22phox peptide binding, fluorescence polarization, 2 h; inhibition, % at 24.7 µM; 220,000 tested, 0.53% active; AID 1274;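 active means inhibition above about 30%, limit read from the data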;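 further: 0% = p47phox with labelled peptide and 100% = labelled peptide alone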
EBV gp42 block – inhibitors of Epstein-Barr virus glycoprotein 42; Q1HVG2; inhibition, % (tested at 21.74 µM); Fluorescence polarization binding assay, mP read-out; 220,000 tested, 0.42% active; in the data active means inhibition above about 50%
Target sequence (Q1HVG2 whole entry, looked up): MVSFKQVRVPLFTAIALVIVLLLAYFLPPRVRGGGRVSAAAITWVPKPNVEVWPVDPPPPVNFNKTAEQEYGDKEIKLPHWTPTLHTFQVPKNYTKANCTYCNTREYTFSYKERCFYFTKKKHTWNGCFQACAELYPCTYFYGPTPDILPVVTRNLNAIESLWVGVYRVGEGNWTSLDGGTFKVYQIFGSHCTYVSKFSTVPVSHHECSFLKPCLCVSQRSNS
TNF death inh – blocks TNF-alpha induced death of Jurkat FADD-/- cells | Jurkat FADD-/- TNF necroptosis rescue, ATP luminescence, 24 h; 0 = TNF only, 100 = no-TNF cells | activation (protection from cell death), % at 10 µM | 220,000 tested, 0.068% active;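 active means activation, meaning protection from cell death, of at least 50% relative to plate controls; inactive means activation below 50%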;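 further: necroptosis triggered by 40 ng/mL TNF-alpha added together with compound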
CHOP inhibitor – CHOP inhibition in unfolded protein response | 220,000 tested, 3.8% active | CHO-K1 CHOP-promoter luciferase, tunicamycin-induced, 15-18 h | inhibition, % at 10 µM;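 active means compounds that reduced the stress-induced luciferase reporter signal by more than about 70% of percent inhibition, limit read from the data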;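 further: 0% = tunicamycin plus vehicle and 100% = wells without tunicamycin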
zfTRPN1 agonist – zebrafish TRPN1 (NompC) channel agonism | AID 1424 | HEK293 zebrafish TRPN1-YFP, Fluo-8 calcium fluorescence; 100% = response to 87 µM carbachol | activation, % at 3 µM | 220,000 tested, 0.18% active;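 active means activation above its plate's cutoff, the mean activation of test wells on that plate plus 3 SD, cut at about 19% in these data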;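 further: 0% = DMSO alone and 100% = 87 µM carbachol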
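Control set: carbachol 87 µM as high control, DMSO as low control; system: HEK293 stable line with zebrafish TRPN1-YFP; read-out: % activation versus carbachol response; detection: intracellular calcium fluorescence with Fluo-8; doses: single test compound dose, 3 µM nominal, 0.3% DMSO; schedule: dye 1 h 37 °C plus 30 min RT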
PPC-1+TRAIL kill – PPC-1 cancer cell killing with TRAIL present; 220,000 tested, 0.41% active; cell killing (% activity), % at 4 µM; PPC-1 cells + TRAIL, ATPLite viability luminescence; AID 1443;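 active means cell killing above 50% in the first pass at 4 µM, then a duplicate retest at 5 µM averaging 50% or more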;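 further: plate controls were cells with TRAIL plus DMSO for no effect and medium-only wells lacking cells for full effect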
TRPML3 ag – agonists of human TRPML3 channel. Q8TDD5. HEK293 TRPML3-YFP, Fluo-8 calcium fluorescence; 100% = the carbachol control signal. activation, % at 3 µM. 220,000 tested, 0.29% active. AID 1448;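 active means activation above its plate's cutoff, the mean activation of the plate's test wells plus 3 SD, cut at about 12% in these data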;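 further: 0% = DMSO only wells and 100% = carbachol wells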
Target sequence (Q8TDD5 whole entry, looked up): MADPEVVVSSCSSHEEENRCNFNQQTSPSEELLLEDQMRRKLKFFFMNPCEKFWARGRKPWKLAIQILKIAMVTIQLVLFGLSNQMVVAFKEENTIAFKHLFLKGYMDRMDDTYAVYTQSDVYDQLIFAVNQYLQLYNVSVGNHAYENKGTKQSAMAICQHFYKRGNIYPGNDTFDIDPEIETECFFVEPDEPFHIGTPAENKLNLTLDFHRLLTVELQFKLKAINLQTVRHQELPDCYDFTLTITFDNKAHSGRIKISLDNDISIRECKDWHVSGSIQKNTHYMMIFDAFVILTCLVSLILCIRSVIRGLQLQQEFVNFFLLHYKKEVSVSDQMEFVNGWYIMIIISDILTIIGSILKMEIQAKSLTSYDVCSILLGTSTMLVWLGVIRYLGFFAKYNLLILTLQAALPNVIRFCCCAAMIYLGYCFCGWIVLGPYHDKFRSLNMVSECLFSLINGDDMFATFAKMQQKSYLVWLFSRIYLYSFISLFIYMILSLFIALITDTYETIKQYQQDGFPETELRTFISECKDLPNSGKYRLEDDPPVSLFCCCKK
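Test system: TRPML3-YFP stable HEK293 cells. Doses: single point at 3 µM. Incubation: dye loading 1 h 37 °C then 30 min ambient, 125 s read. Signal: Fluo-8 calcium dye fluorescence, ex 470-495, em 515-575 nm. Measure: percent activation from peak-to-basal fluorescence ratio, scaled between DMSO and carbachol.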
Runt-SMMHC FRET – blocks binding of human RUNX1 Runt domain to CBFb-SMMHC | Cerulean-Runt/Venus-CBFb-SMMHC FRET ratio 530/480, 1 h | inhibition, % at 20 µM | 220,000 tested, 0.74% active | AID 1434;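 active means mean inhibition across duplicate retests at 20 µM reaching about 50%, limit read from the data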;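 further: 0% = DMSO wells and 100% = wells with excess untagged CBFb-SMMHC; inhibitors lower the FRET ratio by blocking Runt binding to CBFb-SMMHC; some results filed as inactive read as strong as hits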
The depositor's hits bear a star; nt = not tested or not shown.

SMILES	MDM2 E3 inh	NCF1 inh	EBV gp42 block	TNF death inh	CHOP inhibitor	zfTRPN1 agonist	PPC-1+TRAIL kill	TRPML3 ag	Runt-SMMHC FRET
O=C(O)c1c(-n2cccc2)sc2c1CCCC2	-3	-13	-17	0.5	18	1.2	0	0.3	-2
CCOc1ccc(NC(=O)CCS(=O)(=O)c2ccc3c(c2)CCCN3C(C)=O)cc1	0	-3	-17	0.9	31	0.1	12	0.7	-1
O=c1[nH][nH]c(C(F)(F)F)c1C=Nc1ccc(Cl)cc1	-10	-12	-11	-13	17	2.4	22	0.8	-3
Fc1ccc(Cn2cnc3ccccc32)cc1	-19	0	-24	0.5	-2	-1.1	5	0.7	-1
COc1ccc([C@@]2(O)c3c(ccc(CC=C(C)C)c3O)NC(=O)[C@@H]2OC)cc1	-23	-5	-2	-0.1	11	nt	1	nt	0
CCc1cccc2c(C(=O)C(F)(F)F)cn(CC(=O)NCC3CCCO3)c12 (configuration not stated)	-13	-5	-10	1.3	3	-0.7	13	0.6	-1
COc1cccc2c(=O)n(CC(=O)N3CCCc4ccccc43)ccc12	-14	-1	-9	-3.8	21	-0.2	4	0.2	2
Cn1c(N)c(C(=O)CN2CCc3ccccc3C2)c(=O)n(C)c1=O	-14	0	-7	2.5	13	1.7	12	1.2	0
O=C1c2ccccc2C2=Nc3ccccc3SC(c3ccccc3F)C12 (configuration not stated)	-5	-21	-16	-6.9	50	-2.1	34	-1.4	-2
Cc1ccc(S(=O)(=O)CCN2CCC(n3cccc3)CC2)cc1	-2	-4	-15	2.3	19	-0.5	9	0.3	-4
Cc1cn(Cc2ccccc2)c(=O)[nH]c1=O	-19	-8	-27	1.0	-7	0.6	18	-0.4	1
O=C(Nc1ccccc1Cl)Oc1ccc(-c2ccccc2)cc1	nt	6	-9	-1.6	7	-1.1	10	-0.9	2
O=C1CC(Nc2ccc(N3CCOCC3)cc2)C(=O)N1c1cccc(C(F)(F)F)c1 (configuration not stated)	-14	-11	3	0.1	-16	0.9	8	0.4	11
CC(C)CNC(=S)NC(=O)c1ccc([N+](=O)[O-])cc1	-24	-9	-18	-1.6	52	-1.8	-7	-0.6	3
O=C(NCCCN1CCN(CCCNC(=O)c2ccc(F)cc2)CC1)c1ccc(F)cc1	-7	-7	-4	0.2	-25	-0.9	10	0.7	-1
COc1ccc(CN2C(=O)NC(C)(c3ccc(C)cc3)C2=O)cc1F (configuration not stated)	-12	-13	-3	4.7	21	0.6	3	0.3	1
O=C(COc1ccc(Cl)cc1Cl)Nc1ccc(S(=O)(=O)NC2=NCCCCC2)cc1	1	-29	3	2.0	23	2.9	0	0.2	-2
CCOC(=O)C1=C(C)N=C2SC(C)C(=O)N2C1/C=C/c1ccccc1OC (configuration not stated)	1	-30	-10	-2.1	35	1.5	-3	0.7	-1
Cc1cccc(C)c1NC(=O)c1c(C)nn(-c2ccccc2)c1Cl	-8	-1	-7	-2.2	14	0.4	26	-0.1	3
O=C(NC(=S)Nc1ccccc1N1CCOCC1)c1ccc([N+](=O)[O-])cc1	9	-8	-5	1.0	38	1.0	4	0.7	3
N#Cc1c(NCCCO)nc(NCc2ccccc2)c2c1CCN(Cc1ccccc1)C2	-1	-20	-11	-6.2	88*	-0.3	3	0.3	46
Cc1cc(Cl)cc(Cl)c1OCC(=O)NCc1ccco1	-4	-23	-15	-3.0	-6	0.6	19	0.9	-4
CCN(CC)C(=O)Oc1cc(COC)nc(-c2ccccc2)n1	-3	-9	-10	0.6	13	-0.4	4	0.2	2
COc1ccc(CCN(C(=O)c2ccco2)C(C(=O)NC2CCCC2)c2ccncc2)cc1OC (configuration not stated)	-6	-13	-13	1.7	-5	-0.9	nt	0.1	nt
Cc1csc(NC(=O)C2C3C=CC(C3)C2C(=O)O)n1 (configuration not stated)	-1	-3	-3	0.2	9	0.5	20	0.5	-3
Cn1cnnc1SCc1ccc(C(=O)N/N=C/c2cccs2)cc1	-12	11	-7	0.3	1	-0.4	23	-0.6	4
FC(F)Oc1ccc(-c2csc(Cc3nnc4n3CCCCC4)n2)cc1	0	0	1	-2.1	35	1.7	11	-0.4	3
COCCN1CCN(c2c3c(nc4cc(-c5cccc(F)c5)nn24)CCC3)CC1	-8	-2	-11	-1.1	4	4.3	42	0.6	0
COc1ccc(S(=O)(=O)NC(C)CCc2ccccc2)cc1 (configuration not stated)	-12	-7	13	1.5	18	-2.4	20	-0.8	-1
O=C(Cc1ccccc1)NC1CCN(S(=O)(=O)c2cccc(F)c2)CC1	-5	2	-19	1.6	33	1.4	13	-0.4	-4

Four of the compounds above, field by field:
CCOC(=O)C1=C(C)N=C2SC(C)C(=O)N2C1/C=C/c1ccccc1OC (configuration not stated)
  MDM2 E3 inh: 1; NCF1 inh: -30; EBV gp42 block: -10; TNF death inh: -2.1; CHOP inhibitor: 35; zfTRPN1 agonist: 1.5; PPC-1+TRAIL kill: -3; TRPML3 ag: 0.7; Runt-SMMHC FRET: -1
Cc1cccc(C)c1NC(=O)c1c(C)nn(-c2ccccc2)c1Cl
  MDM2 E3 inh: -8; NCF1 inh: -1; EBV gp42 block: -7; TNF death inh: -2.2; CHOP inhibitor: 14; zfTRPN1 agonist: 0.4; PPC-1+TRAIL kill: 26; TRPML3 ag: -0.1; Runt-SMMHC FRET: 3
O=C(NC(=S)Nc1ccccc1N1CCOCC1)c1ccc([N+](=O)[O-])cc1
  MDM2 E3 inh: 9; NCF1 inh: -8; EBV gp42 block: -5; TNF death inh: 1.0; CHOP inhibitor: 38; zfTRPN1 agonist: 1.0; PPC-1+TRAIL kill: 4; TRPML3 ag: 0.7; Runt-SMMHC FRET: 3
N#Cc1c(NCCCO)nc(NCc2ccccc2)c2c1CCN(Cc1ccccc1)C2
  MDM2 E3 inh: -1; NCF1 inh: -20; EBV gp42 block: -11; TNF death inh: -6.2; CHOP inhibitor: 88*; zfTRPN1 agonist: -0.3; PPC-1+TRAIL kill: 3; TRPML3 ag: 0.3; Runt-SMMHC FRET: 46

More records follow:
SMILES	MDM2 E3 inh	NCF1 inh	EBV gp42 block	TNF death inh	CHOP inhibitor	zfTRPN1 agonist	PPC-1+TRAIL kill	TRPML3 ag	Runt-SMMHC FRET
O=C(COc1ccc2c3c(c(=O)oc2c1)CCC3)NC1CCCCC1	12	2	2	1.6	-8	0.0	23	1.1	2
N/C(=N\OC(=O)c1cccs1)c1ccc(Cl)cc1	-10	-4	-14	-0.9	-23	1.1	19	-0.1	0
CC1=Nc2ccccc2N=C(NC(=O)CSc2nnnn2-c2ccccc2)C1c1ccccc1 (configuration not stated)	5	-10	-7	0.8	1	-0.8	7	-0.3	0
CC1CCCCC12NC(=O)N(CC(=O)NC(=O)Nc1ccc3c(c1)OCCO3)C2=O (configuration not stated)	5	-11	-6	0.5	60	0.5	20	0.7	0
CCOc1ccc(S(=O)(=O)NCc2csc(C)n2)cc1	-4	-4	-6	-1.7	20	2.3	0	0.2	-2
Cc1cccc(/N=C/c2c(O)ccc3oc4c(c23)CCCC4)n1	-23	-8	-15	-2.6	21	0.3	24	0.7	-24
Cc1ccc(C)c(NC(=S)NC(NC(=O)Cc2cccc3ccccc23)C(Cl)(Cl)Cl)c1 (configuration not stated)	-4	-11	-14	-1.8	79*	-1.2	18	0.5	1
CN(C)c1ccnc(-n2cccc2/C=N/OCc2ccc(F)cc2Cl)c1C#N	-4	-19	-6	0.7	5	-1.3	-10	1.0	2
COc1ccc(-c2nc(N)sc2C2(O)C(=O)Nc3c(Br)cc(F)cc32)cc1OC (configuration not stated)	-16	-8	-14	-2.1	8	0.4	19	1.0	0
O=[N+]([O-])c1ccc(N/N=C2\CC3CC=CC23)c([N+](=O)[O-])c1 (configuration not stated)	-14	-2	11	-0.9	66	-0.8	-10	0.8	-1
CCS(=O)(=O)NCC(c1cccnc1)N1CCN(c2ccccc2)CC1 (configuration not stated)	-6	-9	-7	1.5	10	1.0	4	0.6	0
COC(=O)C1=C(N)Oc2cc(C)n(CC3CCCO3)c(=O)c2C1c1ccccc1OC (configuration not stated)	-10	-11	-15	-2.6	-11	-0.1	10	1.0	-2
Cc1nc([N+](=O)[O-])c(NCCO)n1Cc1ccccc1	-8	-4	-4	0.4	11	-0.2	-4	0.9	1
CCSc1nc2sc3c(c2c(=O)[nH]1)CCc1ccccc1-3	nt	-13	-9	2.2	84*	2.0	-8	1.6	4
COc1ccc(NC(=O)C/C(C)=N/NC(=O)C(=O)Nc2cccc(Cl)c2C)c(OC)c1	-9	-10	-6	0.9	13	-1.5	10	0.9	10
C[C@@H]1C=C(C(=O)N2CCN(C)CC2)O[C@H](OCc2ccc(CO)cc2)C1	nt	-8	-13	0.7	20	-0.1	1	1.1	4
C#CCOCCOCCOCCNc1nc(N2CCN(C(=O)[C@H](CCC(=O)O)n3cc(C(N)CC(C)C)nn3)CC2)nc(N2CCN(C(=O)[C@H](Cc3ccc(O)cc3)n3cc(C(N)[C@H](C)CC)nn3)CC2)n1 (some centres not stated)	nt	nt	-6	0.9	16	1.3	1	0.2	1
Cn1c(SCC(=O)O)nnc1-c1ccc2ncccc2c1	-9	-10	-7	3.7	-11	1.4	11	1.4	1
CN(C(=O)CCc1ccccc1)c1nnc(-c2ccncc2)s1	-1	9	0	2.6	9	1.5	-9	1.1	1
O=C(CCl)N1N=C(c2ccco2)CC1c1cccs1 (configuration not stated)	11	-10	-9	-12	90*	1.6	5	0.9	4
O=C(CCS(=O)(=O)c1ccccc1)Nc1nccs1	0	-1	-10	11	11	-0.8	14	0.4	-1
NC(=O)c1cc(C(=O)c2ccc(Cl)cc2)c[nH]1	-16	-7	-2	0.5	36	-1.2	-13	0.7	-2
CC(C)N=C(NS(=O)(=O)c1ccccc1)C(Cl)(Cl)Cl	-20	-10	-4	-11	70	-0.3	18	0.0	3
COc1ccc(OCC(=O)N2CCN(c3cccc(C(F)(F)F)c3)CC2)cc1	0	-9	-5	-2.0	69	-1.3	9	-0.7	4
COc1ccccc1OCC(=O)NNC(=O)c1c(-c2ccccc2Cl)noc1C	5	-3	11	1.1	-1	-0.3	nt	0.6	6
O=C(N/N=C/c1ccc(Cl)cc1)c1cc(-c2cccnc2)nc2ccccc12	-11	9	-10	-5.6	84*	0.5	-5	0.7	-5
COc1cccc(C(=O)c2cc3ccc(O)cc3oc2=O)c1	-8	1	5	-5.1	4	2.4	8	0.5	165*
Cc1ccc(C(=O)Nc2ccc(C)c(S(=O)(=O)Nc3ccccc3Cl)c2)s1	-8	-25	-15	1.7	28	3.6	33	1.2	2
CCCC(c1nnnn1CC(=O)OCC)N(Cc1cc2ccc(C)cc2[nH]c1=O)C1CCCC1 (configuration not stated)	-16	-9	-12	-0.4	61	-0.4	16	-0.1	0
O=[N+]([O-])c1cccc(-c2c[n+]3c(n2-c2ccccc2)SCC3)c1	-9	9	4	-0.4	-4	0.3	3	0.5	1
O=C(NCCCn1ccnc1)/C(=C\c1cccs1)NC(=O)c1cccs1	-10	-13	-14	1.0	-2	-1.1	3	0.0	-4
Cc1nc2c(C(=O)NCc3cccs3)cnn2c(C)c1Cc1ccc(F)cc1	-12	1	11	4.3	32	-1.6	5	0.2	-2
